G9a block: qHTS Assay for Inhibitors of Histone Lysine Methyltransferase G9a; Histone-lysine N-methyltransferase EHMT2 (Homo sapiens), Q96KQ7; G9a H3K9 monomethylation, AlphaScreen, 2 h; Potency, µM (top dose mostly 102 µM), for the others: top-dose activity, negative = inhibition, hits mostly inhibitors; hit rate 8.8% among 350,000; AID 504332, 2011; note: potency is the fitted concentration of half-maximal effect; % is set by controls: 0 for no effect and ±100 for the full control effect; nearly all actives have a fitted effect of over 75% in size
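Signal arises when biotinylated H3K9 peptide, once monomethylated, bridges streptavidin donor and antibody-captured acceptor beads. Enzyme at 20 nM was preincubated 15 min with test compounds; peptide 500 nM and SAM 20 uM then reacted for 2 h.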
ERG Ets-DNA blk: qHTS for Small Molecule Inhibitors of the ERG Ets/DNA interaction | Transcriptional regulator ERG (Homo sapiens), P11308 | fluorescence polarization, His-ERG Ets domain / labelled DNA | Potency, µM (titrated, usually from 76.9 µM), for the others: at the highest dose FP activity, negative = inhibition, most hits filed as inhibitors | hit rate 0.028% among 370,000 | AID 624246, 2012; active = well fitted inhibition curve with a large enough effect in the polarisation, with a control signal flat; inconclusive = small, poorly fitted or top-dose-only effect, or effect the other way, or a change in a side signal; inactive = no such curve, though single readings can be large or run the other way; the % refers to the polarisation;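 note: polarization taken with two DNA probes labelled with fluorescein and Texas red; potency is the fitted concentration of half-maximal effect; % of control where 0% means no effect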
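His-tagged ERG Ets domain (1 uM in the protein solution; 300mM KCl, 50mM Tris-HCl, 1mM EDTA, 1mM DTT, pH 7.5) received compound, then a probe mix of 5 nM fluorescein-DNA and 100nM Texas-615-DNA. Fluorescence polarization was read for both dyes.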
JMJD2A Tudor inh: qHTS Assay for Inhibitors of JMJD2A-Tudor Domain; Lysine-specific demethylase 4A (Homo sapiens), O75164; AlphaScreen JMJD2A-Tudor / H3K4me3 peptide binding; Potency, µM (doses to about 114 µM), inactives show top-dose activity change, negative = inhibition, actives largely listed as inhibitors; hit rate 4.4% among 390,000; AID 504339, 2011; note: potency is the fitted concentration of half-maximal effect; % is set by controls: 0 for no effect and ±100 for the full control effect; nearly all actives have a fitted effect of over 50% in size
PI4K2A inh: qHTS for small molecular inhibitors of PI4K2A; activity change, negative = inhibition, % at 76.9 µM; purified PI4K2A, ADP-Glo luminescence, 1 h; hits give low values; AID 1346378, 2018; Phosphatidylinositol 4-kinase type 2-alpha (Homo sapiens), Q9BTU6; hit rate 0.13% among 420,000; in the data active = activity change below about -50%; inconclusive = mostly about -30% to -49%;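 note: -100% = wells without enzyme as full effect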
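Compounds are screened against recombinant PI4K2A using PI as substrate and ATP, the latter dispensed at 300 microM. Reactions run one hour at ambient temperature before ADP-Glo detection; full inhibition defined by wells lacking enzyme.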
HP1b binding inh: HTS for Inhibitors of HP1-beta Chromodomain Interactions with Methylated Histone Tails | hit rate 0.56% among 390,000 | AID 540317, 2011 | Chromobox protein homolog 1 (Homo sapiens), P83916 | AlphaScreen HP1-beta / biotin-H3K9me3 peptide binding | Potency, µM (top dose mostly 114 µM), for the others: top-dose activity change, negative = inhibition, most hits filed as inhibitors; note: potency is the fitted concentration of half-maximal effect; nearly all actives have a fitted effect of over 70% in size; inactives centre near 23
Target sequence (P83916 whole entry, looked up): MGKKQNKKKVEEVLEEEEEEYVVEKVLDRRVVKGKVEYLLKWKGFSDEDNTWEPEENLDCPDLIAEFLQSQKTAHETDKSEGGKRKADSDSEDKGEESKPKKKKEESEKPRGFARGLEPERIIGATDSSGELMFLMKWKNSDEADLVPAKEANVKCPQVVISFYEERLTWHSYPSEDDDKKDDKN
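Compound inhibition of the preformed complex between 50 nM HP1-beta and 50 nM biotinylated H3K9me3 peptide was read by AlphaScreen. Buffer was PBS pH 7.4 with 0.01% Tween-20. Incubations ran 30 min at room temperature, with 10 ug/mL donor/acceptor beads.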
BAZ2B block: qHTS Assay for Inhibitors of BAZ2B | Bromodomain adjacent to zinc finger domain protein 2B (Homo sapiens), Q9UIF8 | AlphaScreen BAZ2B-H3K14Ac peptide displacement | Potency, µM (top dose mostly 114 µM), inactives show at the top dose activity change, negative = inhibition, usual class: inhibitors | hit rate 4.4% among 360,000; note: potency is the fitted concentration of half-maximal effect; % is set by controls: 0 for no effect and ±100 for the full control effect; nearly all actives have a fitted effect of over 60% in size
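BAZ2B (50 nM) with biotin-H3(5-23)K14Ac peptide (50 nM) in PBS pH 7.4, 0.01% Tween-20, preformed 30 min, then compound 30 min at room temperature; top concentration 110uM. AlphaScreen streptavidin donor/nickel chelate acceptor beads (10 ug/mL final), 20 min dark, signal read.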
RGS4 inhibitor: Inhibitors of Regulator of G Protein Signaling (RGS) 4: qHTS | Regulator of G-protein signaling 4 (Homo sapiens), P49798 | Transcreener GDP fluorescence polarization, RGS4-accelerated GTP hydrolysis | Potency, µM (highest dose often 114 µM), inactives show at the top dose activity change, negative = inhibition, most hits filed as inhibitors | hit rate 0.039% among 390,000 | AID 504845, 2011; note: potency is the fitted concentration of half-maximal effect; % is set by controls: 0 for no effect and ±100 for the full control effect; nearly all actives have a fitted effect of over 75% in size; some results filed as inactive show a strong effect at the top dose
Target sequence (P49798 whole entry, looked up): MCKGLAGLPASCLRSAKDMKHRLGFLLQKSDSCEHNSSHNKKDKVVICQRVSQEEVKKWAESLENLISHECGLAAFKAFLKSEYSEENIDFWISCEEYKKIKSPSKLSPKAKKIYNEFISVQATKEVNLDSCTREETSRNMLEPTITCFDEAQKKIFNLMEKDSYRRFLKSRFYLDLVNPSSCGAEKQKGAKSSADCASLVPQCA
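MLSMR compounds (23 nl, pin-transferred) preincubated 10 min at room temperature with a 500nM (2x) first reagent, then RGS4 at 900nM (2x) plus Transcreener GDP mix added; fluorescence polarization (620/688 nm) read before and after 90 min at 30 °C.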
GLS inhibitor: qHTS for Inhibitors of Glutaminase (GLS) | Glutaminase kidney isoform, mitochondrial (Homo sapiens), O94925 | GLS enzymatic activity, qHTS titration | Potency, µM (highest dose often 45.5 µM), for the others: at the top dose activity change, negative = inhibition, usual class: inhibitors | hit rate 0.21% among 410,000 | AID 624170, 2012; note: potency is the fitted concentration of half-maximal effect; % is set by controls: 0 for no effect and ±100 for the full control effect
Target sequence (O94925 whole entry, looked up, canonical isoform): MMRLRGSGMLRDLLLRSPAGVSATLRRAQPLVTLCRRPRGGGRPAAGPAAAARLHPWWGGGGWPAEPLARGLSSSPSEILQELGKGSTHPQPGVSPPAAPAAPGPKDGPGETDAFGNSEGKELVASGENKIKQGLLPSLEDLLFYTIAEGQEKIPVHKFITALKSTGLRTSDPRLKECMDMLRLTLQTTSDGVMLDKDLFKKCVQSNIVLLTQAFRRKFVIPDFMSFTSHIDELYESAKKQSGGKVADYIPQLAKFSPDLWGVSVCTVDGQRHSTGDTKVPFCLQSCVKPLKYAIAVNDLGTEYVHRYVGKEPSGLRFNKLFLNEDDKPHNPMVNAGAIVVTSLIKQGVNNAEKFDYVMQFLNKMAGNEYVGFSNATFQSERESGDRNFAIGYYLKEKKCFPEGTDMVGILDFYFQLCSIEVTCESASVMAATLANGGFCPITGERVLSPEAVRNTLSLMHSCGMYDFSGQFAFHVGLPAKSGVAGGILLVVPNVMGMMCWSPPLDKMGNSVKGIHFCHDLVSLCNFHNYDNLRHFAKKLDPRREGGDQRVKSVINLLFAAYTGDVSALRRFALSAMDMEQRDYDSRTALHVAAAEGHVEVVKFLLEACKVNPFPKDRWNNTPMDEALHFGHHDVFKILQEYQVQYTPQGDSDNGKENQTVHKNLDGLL
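Human kidney-isoform GLS in 45 mM KH2PO4 pH 8.2, 0.02% Tween-20, with compound, started with 1mM L-Glutamine (added stock). Glutamate oxidase/HRP/Amplex red coupled fluorescence read at start and after 30 min at RT.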
12-LOX inh: Primary qHTS assay for inhibitors of human arachidonate 12S-lipoxygenase (ALOX12): Round 2; purified 12hLO, xylenol orange hydroperoxide absorbance; Potency, µM (highest dose often 108 µM), for inactives: at the top dose activity change, negative = inhibition, actives largely listed as inhibitors; Polyunsaturated fatty acid lipoxygenase ALOX12 (Homo sapiens), P18054; hit rate 1.1% among 580,000; AID 1671190, 2021; note: potency is the fitted concentration of half-maximal effect; % is set by controls: 0 for no effect and ±100 for the full control effect
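Purified human 12hLO (150 nM final) in 25 mM Hepes, 0.01% Triton X-100, pH 7.0 was preincubated 15 min at room temperature with compound. Then 40 uM arachidonic acid was added, 30 min. Hydroperoxide was read by Fe-XO absorbance ratio 573/405 nm.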
Numbers without * were called inactive; ? = inconclusive; . = not tested or not shown; & = joins results of further samples; [ ] = dose if it differs, or a comment. Unless noted, calls come from the whole dose curve; as a rule, active = well fitted curve in the direction sought with a large enough effect; inconclusive = small, poorly fitted or top-dose-only effect, or another doubt; inactive = no such curve, though single readings can be large; an effect the other way counts as inactive or inconclusive. Some of the compounds tested; rates above refer to the full screens.

SMILES	G9a block	ERG Ets-DNA blk	JMJD2A Tudor inh	PI4K2A inh	HP1b binding inh	BAZ2B block	RGS4 inhibitor	GLS inhibitor	12-LOX inh
FC(F)(F)c1cc(-c2cccs2)nc(N2CCOCC2)n1	75%[activator][59 µM]	7%	143%[activator]	4	103%[activator]	108%[activator]	-12%	-2%	?
CC(C)[C@H](NS(=O)(=O)c1ccccc1)C(=O)OCc1cc([N+](=O)[O-])cc2c1OCOC2	.	-2%	-27%	-3	14%	.	-9%	-5%	-4%
CC(=O)Nc1scc(C)c1-c1nc2ccccc2s1	54%[activator]	-5%	74%[activator]	1	123%[activator]	48%[activator]	-13%	7%	?
CC1(C)C(=O)Nc2ccccc2N1C(=O)COC(=O)c1cccnc1Cl	.	5%	-5%	0	17%	.	-3%	1%	?
CCn1c(SCc2c(Cl)cccc2Cl)nnc1-c1nn(-c2ccccc2)ccc1=O	19%	3%	-19%	-2	25%	-31%	-24%	-4%	0%
Cc1cc(C)cc(NC(=O)CCN2C(=O)c3ccccc3C2=O)c1	23%	9%	-14%	-5	25%	9%	4%	1%	5%
CCOC(=O)C1=C(N)n2c(s/c(=C\c3ccco3)c2=O)=C(C(=O)OCC)C1c1ccco1 (configuration not stated)	?	5%	?	-5	-18%	7.9µM*	?	4%	?
CC(=O)C1=C(O)C(=O)N(c2ccccn2)C1c1ccccc1[N+](=O)[O-] (configuration not stated)	?	0%	20µM*	0	29%	?	-47%[56.9 µM]	?	14µM*
Cc1cc(C)cc(NC(=O)Nc2ccc(NC(=O)c3ccccc3O)cc2)c1	8%	-2%	-11%	4	61%[activator]	6%	-18%[56.9 µM]	-2%	-5%
Nc1cc(=O)[nH]c(SCC(=O)Nc2ncc(C(F)(F)F)cc2Cl)n1	8%	-4%	4%	5	20%	-21%	-5%	1%	-3%
Cc1ccc(N2CC(c3nc4ccccc4n3C)CC2=O)cc1 (configuration not stated)	-5%	5%	-15%	-3	27%	-2%	-11%	0%	?
CC(C)(C)c1ccc(C(=O)NC(=O)COC(=O)c2ccco2)cc1	7%	-2%	-1%	2	38%	-4%	2%	-3%	2%
O=C(NC(=O)c1ccccc1)Nc1ccc(-c2cc(C(F)(F)F)nn2-c2ccccc2)cc1	-7%[59 µM]	4%	-18%	-8	13%	-46%	-3%	0%	-11%
O=C(CSc1c2c(nc3cc(Cl)ccc13)CCCC2)NCc1ccccc1Cl	-21%[59 µM]	3%	-5%	-1	38%	2%	23%	-2%	1%
Cc1ccc(N(O)C(C)(C)C)cc1	.	-7%	-24%	8	3%	.	-28%	-1%	?
COc1ccc(-c2[nH]c(-c3ccccc3)nc2SCC(=O)NCc2ccco2)cc1OC	-28%	-3%	-22%	-7	28%	3%	-34%	0%	7%[57.4 µM]
COC(=O)c1ccc(NC(=O)CCN2C(=O)C3CC=CCC3C2=O)cc1 (configuration not stated)	?	-13%	-9%	-1	37%	-7%	-1%	-6%	0%
Cc1cccc(NC(=O)COc2ccccc2C(=O)NC(C)c2ccccc2)c1 (configuration not stated)	.	-7%	-12%	-3	19%	-15%	-26%	-1%	.
CC(C)CCN1CCN(Cc2cnc(N3CCCC3)s2)CC1CCO (configuration not stated)	7%	-6%	-6%	0	26%	-3%	-9%	3%	-3%
COc1ccc(C(C(=O)NC2CCCC2)N(C(=O)c2snc(-c3ccc(F)cc3)c2N)c2ccc(OC)cc2)cc1 (configuration not stated)	-10%[59 µM]	8%	-9%	-3	30%	11%[57.1 µM]	-12%	3%	-25%

Just 12-LOX inh, for some of the entries so far:
smiles | 12-LOX inh
CC(C)(C)c1ccc(C(=O)NC(=O)COC(=O)c2ccco2)cc1 | 2%
O=C(NC(=O)c1ccccc1)Nc1ccc(-c2cc(C(F)(F)F)nn2-c2ccccc2)cc1 | -11%

The results go on:
SMILES	G9a block	ERG Ets-DNA blk	JMJD2A Tudor inh	PI4K2A inh	HP1b binding inh	BAZ2B block	RGS4 inhibitor	GLS inhibitor	12-LOX inh
O=C(Nc1sc2c(c1C(=O)O)CCC2)c1ccco1	-73%	-1%	-17%	-15	18%	-28%	16%	-9%	-2%&-13%
O=C1CSC(c2cccc(F)c2)N1c1ccc(O)cc1 (configuration not stated)	5%[59 µM]	.	-11%	0	7%	-4%	-11%	36%[activator]	3%
CC(NC(=O)[C@H](C)N1C(=O)N2CCc3c([nH]c4ccccc34)[C@@]2(C)C1=O)c1ccccc1 (some centres not stated)	.	3%	?	0	0%	45%[activator]	-24%	10%	10%
Cc1cc(NC(=O)CSc2nnc(C(F)(F)F)n2C)no1	.	10%[15.4 µM]	-2%	2	48%[activator]	.	-18%	1%	-17%
CS(=O)(=O)N1Cc2ccccc2CC1C(=O)OCC(=O)Nc1ccc2ccccc2c1 (configuration not stated)	?	1%	-33%	-15	11%	?	8%	-1%	-4%
Cc1cccc(C)c1NC(=O)CSC(=O)c1sc2ccccc2c1Cl	1%[59 µM]	5%	-16%	23	27%	-1%	2%	7%	?
Cc1ccc(S(=O)(=O)N/N=C\c2ccccc2OCc2ccccc2)cc1	10%	.	-13%	4	25%	-25%	-5%	10%	-4%
CCOCCc1nnc(NC(=O)CN2C(=O)c3ccccc3C2=O)s1	34%[59 µM]	.	-16%	-3	27%	8%	17%	7%	0%
CC1=N/C(=C/c2cc(Br)cc(Br)c2O)C(=O)O1	?	-4%	-21%	-2	25%	9%	12%	-2%	0%
CCCn1c(SCC(=O)Nc2nonc2C)nnc1-c1ccoc1C	8%[12.7 µM]	-10%	?	-3	-5%	-28%	-22%	-9%	-4%
CCOC(=O)c1c(C)oc2nc(C)nc(NCCc3ccc(S(N)(=O)=O)cc3)c12	-32%[59 µM]	3%	-23%	-3	1%	-2%[57.1 µM]	0%	0%	-16%
COC(=O)c1ccc(Cl)c(NC(=O)CSc2nnc(-c3ccncc3)o2)c1	36%	-2%	-17%	0	14%	0%	2%	10%	9%
COc1ccc(NS(=O)(=O)c2cccc(NC(=O)NC3CCCCC3)c2)cc1	-5%[59 µM]	?	-21%	3	14%	-11%	-31%	-22%	-19%
COC(=O)[C@H](Cc1c[nH]c2ccccc12)NC(=O)CCCc1c[nH]c2ccccc12	?	-8%	?	0	-18%	?	1%	13%	-28%
Cc1nn(CC(=O)Nc2ccccc2)c(=O)c2ccccc12	2%[59 µM]	-1%	-9%	-3	10%	10%	1%	-9%	-25%&7%
O=C(CSc1nc2ccccc2s1)N1c2ccccc2Sc2ccc(Cl)cc21	-11%[0.501 µM]	-1%	-6%	2	29%	-3%	26%	2%	-12%
COC(=O)c1ccsc1NC(=O)C1=COCCO1	16%	12%	-12%	2	9%	9%	-15%	-20%	-25%
N#CCC(=O)N/N=C/c1ccccc1Cl	.	29%	-25%	0	17%	-33%	-4%	1%	4%
CCCN1C2CCCC1CC(NC(=O)c1cccc(Cl)c1)C2 (configuration not stated)	6%	1%	-19%	0	27%	1%	-3%	1%	-2%
Cc1ccccc1NC(=O)/C(C#N)=C/c1ccc(-c2ccc(Cl)c(C(=O)O)c2)o1	-22%[59 µM]	15%	-10%	-3	32%	-25%	-8%	-12%	-16%
CN(C)c1ccc(/C=C2\CCCc3c2nc2ccccc2c3C(=O)O)cc1	40µM*	8%	-17%	1	11%	-23%	13%	17%	-18%
CCCc1cc(C(=O)Nc2cccc([N+](=O)[O-])c2)cs1	.	-5%	-26%	-4	15%	?	16%	-1%	-1%
CCOc1ccc(CCNc2nc3ccccc3n3cnnc23)cc1OCC	19%	-6%	-12%	-3	23%	-20%	-18%	-2%	12%
CCC1(CC)NC(=O)N(CC(=O)Nc2ccc(OCc3ccccc3)cc2)C1=O	.	2%	-18%	-4	22%	.	-3%	-3%	-25%
COc1ccc(/C=C2/SC(=O)NC2=O)cc1	79µM*	-4%	-10%	-3	35%	-34%	-12%	7%	-22%
CC(OC(=O)c1cc(S(=O)(=O)N(C)C)ccc1N1CCCC1)C(=O)NCc1ccccc1 (configuration not stated)	-6%	11%	-7%	-2	23%	-13%	-13%	1%	-1%
Cc1csc(SCC(=O)NC(C)c2ccccc2)n1 (configuration not stated)	?	-7%	-15%	-4	29%	-9%	-16%[56.9 µM]	-3%	-7%
COc1ccc([C@H]2CC(=O)C=C(c3cccc(CO)c3)C2)cc1OC	6%[2.33 µM]	8%	-21%	2	66%[activator]	-6%	-6%	-7%	?
Cc1cc2n(n1)C(c1cccs1)Nc1ccccc1-2 (configuration not stated)	13%	-8%	129%[activator]	-7	251%	14%	-45%	-9%	-31%

Bioassay records from PubChem BioAssay.
